High-throughput results as filed in PubChem BioAssay.
BRCA1 expr act: qHTS Assay to Identify Small Molecule Activators of BRCA1 Expression | MCF7-BRCA1-FFLuc reporter, luminescence, 48 h; response scale: scaled: vehicle 0%, 10 µM genistein 100% | Potency, µM (top dose mostly 46.1 µM), without a hit: at the highest dose activation, most hits filed as activators | 380,000 compounds, 1.1% hits; also: potency is read from the fitted curve at half-maximal effect; nearly all actives have a fitted effect of over 80% in size; some results filed as inactive show a strong effect at the top dose
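First, MCF7-BRCA1-FFLuc cells (2000/well) attach for 2 h; next, compounds are pin-added and incubated 48 h at 37 °C; finally, luciferase reagent is added and luminescence read after 15 min.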
RORg inh: qHTS for inhibitors of ROR gamma transcriptional activity. Nuclear receptor ROR-gamma (Mus musculus), P51450. Drosophila S2 Gal4-RORgamma UAS-luciferase reporter, 20 h. Potency, µM (titrated, usually from 53.6 µM), inactives show at the top dose activity change, negative = inhibition, most hits filed as inhibitors. 310,000 compounds, 5.4% hits; also: potency is read from the fitted curve at half-maximal effect; % is scaled to controls: 0 for no effect and ±100 for the full control effect; nearly all actives have a fitted effect of over 60% in size
Target sequence (P51450 whole entry, looked up, the tested form may be a part): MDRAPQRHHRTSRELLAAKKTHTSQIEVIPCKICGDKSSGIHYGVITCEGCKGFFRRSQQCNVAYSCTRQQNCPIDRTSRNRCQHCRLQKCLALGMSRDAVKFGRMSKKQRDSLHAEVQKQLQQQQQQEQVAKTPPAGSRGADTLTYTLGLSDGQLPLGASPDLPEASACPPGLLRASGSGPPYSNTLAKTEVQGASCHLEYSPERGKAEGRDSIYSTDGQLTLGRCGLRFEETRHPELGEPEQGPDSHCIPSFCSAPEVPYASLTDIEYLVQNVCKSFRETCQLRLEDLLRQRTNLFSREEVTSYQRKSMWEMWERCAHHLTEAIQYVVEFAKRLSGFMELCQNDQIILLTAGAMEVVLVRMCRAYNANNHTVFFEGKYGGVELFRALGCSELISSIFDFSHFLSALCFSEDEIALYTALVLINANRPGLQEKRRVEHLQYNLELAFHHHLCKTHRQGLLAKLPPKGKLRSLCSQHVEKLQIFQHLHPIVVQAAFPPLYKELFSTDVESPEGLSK
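Luciferase reporter read in Schneider cells carrying Gal4-RORγ (mouse) and UAS-Photinus luciferase; cells given compound 1 h before 700 uM copper sulfate induction, then incubated 20 h at ambient temperature.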
Menin MLL FP TR: qHTS Assay for Inhibitors Targeting the Menin-MLL Interaction in MLL Related Leukemias: Competition With Texas Red Labeled MLL-derived Mutant Peptide; O00255; Menin + Texas Red MLL mutant peptide, fluorescence polarization; Potency, µM (highest dose often 61.6 µM), for the others: at the top dose FP activity change, negative = inhibition, actives largely listed as inhibitors; 270,000 compounds, 0.23% hits; AID 1768, 2009; active = well fitted inhibition curve with a large enough effect in the polarisation, with a control signal flat, not every such curve was filed as active; inconclusive = small, poorly fitted or top-dose-only effect, or effect the other way, or a change in a side signal; inactive = no such curve, though single readings can be large or run the other way; the % refers to the polarisation; also: potency is read from the fitted curve at half-maximal effect; % of control where 0% means no effect; many of its hits are not listed in these tables
PKM2 activator: qHTS Assay for Activators of Human Muscle isoform 2 Pyruvate Kinase; Pyruvate kinase PKM (Homo sapiens), P14618; purified PKM2, Kinase-Glo ATP luminescence, activation; response scale: 0% is enzyme alone, no compound; Potency, µM (doses to about 57.5 µM), for inactives: at the highest dose activation, actives largely listed as activators; 260,000 compounds, 0.34% hits; also: potency is read from the fitted curve at half-maximal effect; % is scaled to controls: 0 for no effect and ±100 for the full control effect; nearly all actives have a fitted effect of over 55% in size
Target sequence (P14618 whole entry, looked up, canonical isoform): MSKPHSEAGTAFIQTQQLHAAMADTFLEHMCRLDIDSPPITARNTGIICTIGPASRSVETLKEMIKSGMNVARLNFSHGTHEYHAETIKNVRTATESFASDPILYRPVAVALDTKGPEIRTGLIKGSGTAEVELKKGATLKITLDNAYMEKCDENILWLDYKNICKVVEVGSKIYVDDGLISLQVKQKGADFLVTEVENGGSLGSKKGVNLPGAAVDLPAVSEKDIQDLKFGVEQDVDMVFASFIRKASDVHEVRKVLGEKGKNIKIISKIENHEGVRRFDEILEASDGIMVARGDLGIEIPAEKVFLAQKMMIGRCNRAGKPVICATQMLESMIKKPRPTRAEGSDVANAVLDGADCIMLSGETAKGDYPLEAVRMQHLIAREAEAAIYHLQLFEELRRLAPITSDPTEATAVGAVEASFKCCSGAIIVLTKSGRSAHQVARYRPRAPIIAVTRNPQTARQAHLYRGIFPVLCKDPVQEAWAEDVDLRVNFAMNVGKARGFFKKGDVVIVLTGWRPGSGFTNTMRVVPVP
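Purified hPK-M2 (>95%) run at intermediate activity with 0.1 mM ADP and 0.5 mM PEP in 50 mM imidazole pH 7.2, KCl, MgCl2; 1 h room temperature. ATP formed read by Kinase-Glo luminescence; normalized to uninhibited and no-enzyme controls.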
Gal4-VP16 FLuc: VP16 counterscreen qHTS for inhibitors of ROR gamma transcriptional activity. Potency, µM (titrated, usually from 53.6 µM), without a hit: top-dose activity, negative = inhibition, usual class: inhibitors. AID 2546, 2010. Drosophila S2 Gal4-VP16 UAS-luciferase, luminescence, 20 h. 310,000 compounds, 3.5% hits;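 also: Gal4-VP16 expression switched on by copper sulfate through the metallothionein promoter; potency is read from the fitted curve at half-maximal effect; % is scaled to controls: 0 for no effect and ±100 for the full control effect; nearly all actives have a fitted effect of over 50% in size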
ELG1 genotoxic: qHTS screen for small molecules that induce genotoxicity in human embryonic kidney (HEK293T) cells expressing luciferase-tagged ELG1; HEK293T ELG1-luciferase reporter, luminescence, 16 h; Potency, µM (highest dose often 46 µM), for inactives: at the highest dose activity change, positive = activation, most hits filed as activators; 330,000 compounds, 1.3% hits; AID 504466, 2011; also: potency is read from the fitted curve at half-maximal effect; % of control where 0% means no effect; nearly all actives have a fitted effect of over 60% in size
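DMSO vehicle served as control against compound-treated ELG1-luciferase HEK293T cells; exposure lasted 16 hr at 37 °C and 5% CO2, followed by ONE-Glo luminescence detection after 30 min.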
FLuc counter: qHTS profiling assay for firefly luciferase inhibitor/activator using purifed enzyme and Km concentrations of substrates (counterscreen for miR-21 project); purified FLuc, Km substrates, luminescence inhibition; Potency, µM (series often up to 57.5 µM), for the others: at the highest dose activity change, negative = inhibition, most hits filed as inhibitors; 360,000 compounds, 6.9% hits;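 also: potency is read from the fitted curve at half-maximal effect; plate controls were vehicle for no effect and reference inhibitor for full effect; nearly all actives have a fitted effect of over 55% in size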
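Purified P. pyralis luciferase, 10 nM final, with Km-level 10 uM D-luciferin and 10 uM ATP in 50 mM Tris acetate pH 7.5, 10 mM Mg acetate, 0.01% Tween-20, 0.05% BSA; 6-point qHTS titration about 60 µM downward; luminescence read.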
Rab9 promoter act: qHTS Assay for Rab9 Promoter Activators; Huh7 Rab9 promoter-luciferase reporter, luminescence, 24 h; Potency, µM (series often up to 9.22 µM), for the others: at the highest dose activation, negative = inhibition, most hits filed as activators; 320,000 compounds, 2.8% hits; AID 485297, 2010; also: potency is read from the fitted curve at half-maximal effect; % of control where 0% means no effect; nearly all actives have a fitted effect of over 60% in size
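Steps: seed 1500 Huh7 Rab9-luc cells per well, rest 2 h at 37 °C; add compound in DMSO; incubate 24 h; add luciferase reagent, 10 min ambient; read luminescence.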
p53 reactivator: qHTS assay for re-activators of p53 using a Luc reporter. AID 504706, 2011. H1299 p53-A138V BP100-luciferase reporter, luminescence, 24 h. Potency, µM (top dose mostly 92.2 µM), for the others: at the top dose activity change, positive = activation, most hits filed as activators. 320,000 compounds, 0.063% hits; also: potency is read from the fitted curve at half-maximal effect; % of control where 0% means no effect; nearly all actives have a fitted effect of over 45% in size
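H1299 (p53-null), stable ts p53-A138V + BP100-Luc; 1000 cells/well, Opti-MEM/10% FBS; cpd 4 pt, 1:5; 24 h, 37 deg C, 5% CO2; detection reagent 10 min RT; luminescence.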
NPC1 prom act: qHTS Assay for NPC1 Promoter Activators | Huh7 NPC1 promoter luciferase reporter, 24 h | Potency, µM (highest dose often 9.22 µM), for inactives: top-dose activation, usual class: activators | 320,000 compounds, 2.4% hits | AID 485313, 2010;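 also: potency is read from the fitted curve at half-maximal effect; % of control where 0% means no effect; nearly all actives have a fitted effect of over 60% in size; reporter is driven by a mutant NPC1 promoter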
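Luciferase expression driven by the NPC1 promoter was measured in stably transfected Huh7 cells after a 24 h compound incubation, using a luciferase reagent and a luminescence read.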
Giardia kill: Small Molecules that selectively kill Giardia lamblia: qHTS; Giardia lamblia trophozoite viability; activity change, % at 7.66 µM, hits read low; 340,000 compounds, 0.15% hits; AID 540267, 2011; in the data active = activity change below about -80%; inconclusive = between about -30% and that limit;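 also: parasites exposed to compound for two days anaerobically before the ATP read; % is scaled to controls: 0 for no effect and ±100 for the full control effect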
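ATP-content bioluminescence gauges trophozoite survival. Cells (100/well) receive compound and incubate anaerobically for 48 hrs at 37 deg C; detection reagent follows for 15-30 min at room temperature.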
Active calls of the source: *; ? = inconclusive; nt = not tested or not shown; & = joins results of further samples; [ ] = another dose, or the depositor's remark. Unless noted, calls follow the shape of the dose curve; as a rule, active = well fitted curve in the direction sought with a large enough effect; inconclusive = small, poorly fitted or top-dose-only effect, or another doubt; inactive = no such curve, though single readings can be large; an effect the other way counts as inactive or inconclusive.

SMILES	BRCA1 expr act	RORg inh	Menin MLL FP TR	PKM2 activator	Gal4-VP16 FLuc	ELG1 genotoxic	FLuc counter	Rab9 promoter act	p53 reactivator	NPC1 prom act	Giardia kill
COCc1cc(=O)oc2cc(NC(=O)c3ccc(C(C)(C)C)cc3)ccc12	-26.3%	5.9%	26.9%	nt	1.6%	?	-13.6%	5.1%	-2.4%	-2.5%	17.1
CNCCCOc1ccc(C)cc1OC	20.4%	-17.7%	-11.0%	-2.7%	-15.6%	-0.6%	0.3%	-4.4%	-1.2%	3.9%	24.4
COc1ccccc1/C=C/C(=O)OC(C)CN1CCOCC1 (configuration not stated)	0.3%	-5.2%	-10.3%	3.7%	2.8%	-1.5%	2.6%	-1.8%	-1.4%	-3.3%	5.5
CCC(=O)Nc1nnc(S(=O)(=O)N(C)Cc2ccco2)s1	1.8%	6.5%	nt	nt	7.0%	-2.0%	-0.9%	-9.7%	-3.0%	0.6%	11.4
COc1cc(/C=C(\C#N)C(=O)Nc2ccc(C(=O)O)cc2)ccc1OC(=O)c1cccc(F)c1	2.5%	25.9%	28.5%	-1.3%[11.5 µM]	-23.1%	0.5%	?	3.8%	-1.0%	-1.1%	-29.2
Cc1nc2ccc([N+](=O)[O-])cc2c(=O)n1Cc1cccc(F)c1	-39.3%	30.1%	?	nt	5.7%	-4.2%	0.8%	8.9%[1.84 µM]	-1.7%	-0.6%	11.8
CC(C)CCNC(=O)Cn1cc2c(n1)CCCCC2	7.4%	24.6%	6.1%	-1.0%	20.9%	-5.3%	-1.9%	-3.3%	1.3%	0.4%	12.2
NNC(=O)c1ccc(O)cc1O	4.1%	1.26µM*	13.9%	0.3%	3.16µM*	5.7%	?	-4.9%	23.9%	0.0%	7.6
Cc1cccc(COc2ccc(/C=N/NC(=O)c3nnn(-c4nonc4N)c3COc3ccc(F)cc3)cc2)c1	?	0.0%	nt	-5.3%	-4.5%	?	-9.9%	14.1%	5.1%	6.2%	3.8
COCCOc1cnn(-c2cc(Oc3ccc(C)cc3)ncn2)c(=O)c1Cl	2.5%	38.2%	nt	3.1%	2.5%	-3.6%	0.9%	0.3%	-5.8%	0.3%	-9.4
Cc1ccc(Cl)cc1NC(=S)NCc1cccn1C	-25.2%	7.08µM*	1.4%	5.7%	7.94µM*	-1.5%	2.0%	-1.2%	-7.8%	-3.9%	-11.8
CN(C)CCN(C)Cc1ccccc1Sc1cccc2ccccc12	-65.5%	-41.2%	-15.0%	0.4%	-13.0%	-3.2%	7.0%	-4.7%	-5.7%	-5.5%	13.6
Nc1c(-c2ccccc2)cnc2ncnn12	-2.0%	8.3%	24.1%	-1.0%	4.0%	2.0%	1.3%	-6.5%	-3.2%	0.2%	-15.8
O=C(CCN1CCOCC1)NCc1ccccc1	3.6%	-9.0%	2.1%	0.5%	-13.8%	-0.7%	6.7%	5.5%	nt	-6.4%	-9.1
O=C(c1cccc(S(=O)(=O)NCc2ccccc2)c1)N1CCN(c2ccc(F)cc2)CC1	-50.2%	nt	nt	nt	nt	-6.6%	2.6%	0.1%	1.0%	-2.3%	-5.4
COc1ccc(CCC(=O)Nc2ccc(OC)c(S(=O)(=O)N3CCCCC3)c2)cc1	-10.4%	nt	nt	nt	nt	-5.8%	1.6%	-1.3%	0.2%	-3.0%	-0.9
COc1ccc(Nc2oc(-c3ccc(F)cc3)nc2C#N)cc1	61.6%	6.5%	nt	19.7%	-4.4%	?	-20.6%	18.4%	5.2%	-28.1%	2.8
CC(=O)COc1cccc2ccc(/C=C/c3ccc(Br)s3)nc12	-27.3%	?	25.9%	0.9%	-5.6%	-5.4%	19µM*	?	nt	?	17.4
CCc1nnc(NS(=O)(=O)c2ccc(N/C=C\C(=O)c3ccc(F)cc3)cc2)s1	0.2%	?	?	5.6%	5.8%	-0.1%	19µM*	-2.8%	-2.4%	3.4%	-19.5
C[C@H]1CN=C(Nc2ccccc2)N1CCc1ccccc1	0.2%	nt	nt	nt	nt	-1.9%	-0.2%	-10.0%	-3.5%	1.2%	10.6
O=C(NNC(=O)c1ccc2c(=O)n3c(nc2c1)CCC3)c1ccc(F)cc1	-0.8%	nt	nt	nt	nt	-3.9%	0.1%	-1.6%	2.5%	-2.9%	-1.6
CC(/C=C/c1ccccc1)=N\NC(=O)c1cc(C)[nH]n1	26.8%	?	-5.9%	-0.5%	-6.4%	0.7%	-2.6%	14.7%	5.2%	5.7%	4.7
COC(=O)COc1ccc(S(=O)(=O)N2CCCCC2)cc1[N+](=O)[O-]	-24.9%	-15.1%	-5.9%	0.2%	2.7%	-4.5%	0.7%	-2.5%	-8.9%	-2.8%	-21.8
Cc1cc(=O)[nH]c2ccc(S(=O)(=O)NC3CCCCC3)cc12	-58.7%	-27.5%	nt	nt	-2.5%	20.6µM*	1.4%	-4.0%	-7.4%	-1.4%	-5.9
Cc1cc(Cl)ccc1NC(=S)N1CCN(C(=O)C2CCCO2)CC1 (configuration not stated)	-10.7%	-26.4%	-5.1%	5.3%	?	-0.4%	1.9%	3.6%	-4.8%	-0.3%	-6.6
The listing continues:
SMILES	BRCA1 expr act	RORg inh	Menin MLL FP TR	PKM2 activator	Gal4-VP16 FLuc	ELG1 genotoxic	FLuc counter	Rab9 promoter act	p53 reactivator	NPC1 prom act	Giardia kill
Cc1cccc(NC(=O)NNC(=O)c2cc3occc3[nH]2)c1C	6.0%	3.1%	nt	nt	3.3%	1.2%	1.1%	0.7%	5.2%	1.9%	35.9[activator]
Cc1cccc(OCC(=O)Nc2cc(NC(=O)COc3cccc(C)c3C)cc(C(=O)O)c2)c1C	77.0%	nt	?	0.3%	nt	28.2%	-2.6%	23.3%	nt	6.1%	1.4
O=C(CN1CCCCCC1)Nc1ccc(F)c(F)c1	-12.2%	-12.0%	0.0%	2.3%	-5.2%	0.4%	1.2%	-2.6%	-5.0%	-4.3%	-20.3
C=CCNc1nc(N2CCOCC2)c(C#N)c2c1CN(C)CC2	-4.0%	25.8%	2.2%	2.7%	-1.7%	-5.4%	-0.9%	-3.1%	18.3%	-4.4%	19.0
COc1ccccc1CNC(=O)CCc1c(C)nc2cc(-c3ccccc3OC)nn2c1C	-51.0%&-43.9%	?	nt	-7.3%	?	-3.7%	-7.4%&-13.2%	0.8%	-9.0%	-4.0%	-3.4
CCOC(=O)c1c(C)[nH]c(C(=O)NNC(=O)c2ccc(C(C)(C)C)cc2)c1C	-5.1%	?	-2.6%	2.1%	25.6%	-4.0%	7.4%	-2.0%	-12.8%	-1.2%	-9.4
O=C(Nc1ccccc1C(=O)NCCCN1CCOCC1)c1cccc([N+](=O)[O-])c1	-9.9%	-17.5%	nt	-2.3%	1.5%	-4.4%	-1.8%	-1.3%	26.4%	2.3%	4.7
COC(=O)c1ccccc1N=Nc1c(C)n[nH]c1C	-15.5%	10.4%	nt	-1.5%	-1.1%	-3.8%	-4.9%	-5.7%	-7.3%	3.7%	-0.2
COc1ccc(N=Cc2ccc(CNS(=O)(=O)c3ccc(Cl)cc3)o2)cc1	-17.5%	-9.0%	5.3%	-2.3%	-6.1%	9.1%	?	0.6%	-1.8%	11.3%	-1.7
O=C(NC1CCN(S(=O)(=O)c2ccc(F)cc2)CC1)c1ccco1	-3.9%	21.0%	nt	nt	-7.5%	-1.5%	0.8%	-0.1%	-3.2%	0.0%	-6.1
CCOC(=O)c1sc(NC(=O)CNCc2ccccn2)c(C(=O)OCC)c1C	-26.9%	7.94µM*	nt	15.1%	?	-10.1%	2.1%	-6.7%	-5.5%	-0.7%	5.6
COC(=O)c1cc2c(s1)-c1cc(F)ccc1OC2	-37.6%	0.8%	nt	2.0%	6.9%	-2.5%	-4.0%	-2.2%	6.7%	3.1%	-4.3
CCN1C(=O)c2cccc3c(NC(=O)c4ccc(S(=O)(=O)N5CCOCC5)cc4)ccc1c23	-51.5%	-20.6%	9.2%	0.7%	9.7%	?	-0.3%	-2.7%	-13.1%	-3.6%	12.4
CCC(C)c1ccc2oc(-c3ccc(NC(=O)c4ncn[nH]4)cc3)nc2c1 (configuration not stated)	-53.4%	33.8%	5.4%	-15.5%	-6.5%	?	2.69µM*	6.2%	?	15.4%	21.9

An excerpt; the hit share may differ from the screen's.
